Ecoli viability: counter-screen for AddAB inhibitors: E. coli growth inhibition | E. coli V3065 growth, OD600 absorbance, 18 h | inhibition, % at 11.9 µM | hit rate 0.27% among 330,000 | AID 449728;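 active = inhibition above the campaign's mean inhibition across all tested compounds plus 3 SD, cut at about 9.9% in these data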;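 note: uninfected addAB+ strain grown without phage in ampicillin broth; 0% = DMSO wells and 100% = ciprofloxacin 0.95 µg/ml wells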
SR-BI uptake up: SR-BI HDL lipid transfer activation; AID 504775; activation, % at 12.5 µM; hit rate 0.096% among 320,000; CHO ldlA[mSR-BI] cells, DiI-HDL uptake fluorescence, 3 h; 100 = double the neutral-control signal;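 active = mean replicate activation of at least 60% and every replicate at or above 60%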;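 note: 0% = median plate neutral-control signal and 100% = twice that signal; values of inactives mirror those of a sister screen read the other way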
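Assay system: LDL receptor-deficient CHO ldlA cells overexpressing murine SR-BI / Medium: BSA-supplemented, HEPES-buffered Ham's F12, pH 7.4 / Probe or stimulus: DiI-labelled HDL at 10 µg/mL final / Timing: compound with DiI-HDL co-incubation, 3 h at 37 °C / Technique: bottom-read cell fluorescence after medium removal, ex 550/em 595 nm / Measure: HDL uptake via cellular fluorescence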
MITF TRPM1 HTS: increases MITF-driven TRPM1 promoter luciferase signal. SK-MEL-5 TRPM1-promoter luciferase, 24 h; % of positive control, neutral wells = 0. activation, % at 12.5 µM. hit rate 0.75% among 300,000. AID 588334;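 active = mean activation of at least 80% with every replicate also reaching 80%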;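 note: 0% = neutral control wells and 100% = parthenolide positive control wells; values of inactives mirror those of a sister screen read the other way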
Tat export inh: blocks Tat-dependent protein export in E. coli; hit rate 0.036% among 340,000; AID 488895; E. coli MC4100 TorA-mCherry Tat export, fluorescence; inhibition, % at 10 µM;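 active = mean replicate inhibition at least 50% and at least half of replicates individually reaching 50%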;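 note: exported cargo escapes ClpAP degradation while cytoplasmic cargo is degraded and loses fluorescence; 0% = median of neutral control wells and 100% = median of NaSCN control wells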
Wnt act: activates Wnt/beta-catenin signaling in a reporter cell assay; AID 743398; activator, plate reader; hit rate 1.2% among 300,000; activation, % at 9.35 µM; in the data active = activation above about 30%, passing the limit was not always enough;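 note: 0% = neutral control wells and 100% = positive control wells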
CAL PDZ FP-1: CAL PDZ (human) peptide binding inhibition. hit rate 0.92% among 300,000. AID 602252. inhibition, % at 24.9 µM. purified CAL PDZ, TMR-peptide fluorescence polarization, 1 h;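 active = mean inhibition of at least 30% with at least half of replicates also reaching 30%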;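 note: 0% = DMSO neutral control and 100% = excess unlabeled competitor peptide PRC23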
CAL PDZ FP-2: blocks peptide binding to human CAL PDZ domain; Q9HD26; purified CAL PDZ, TMR-peptide fluorescence polarization, 1 h; inhibition, % at 20 µM; hit rate 0.02% among 330,000; AID 504414;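 active = highest replicate inhibition of at least 40%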;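 note: plate controls were DMSO neutral control wells for no effect and unlabeled competitor peptide control wells for full effect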
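Assay system – tagged CAL PDZ protein CerCALP, purified · Timing – 1 h at RT · Compound – single point, 20 µM · Measured by – fluorescence polarization from S- and P-plane intensities, G-factor corrected · Evaluation – inhibition from polarization loss · Probe or stimulus – TMR reporter peptide T*-PRC34 · Buffer or medium – pH 7.4 phosphate-saline buffer, reducing agent, detergent, IgG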
phage Ecoli inh: E. coli growth loss with phage present; growth absorbance; inhibition, % at 11.9 µM; hit rate 0.26% among 360,000; in the data active = inhibition above about 11%
AddAB inh: less growth of phage-infected E. coli with AddAB | E. coli expressing H. pylori AddAB, absorbance growth | inhibition, % at 11.9 µM | hit rate 0.29% among 330,000; in the data active = inhibition above about 12%;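 note: 0% = vehicle wells of infected cells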
SR-BI DiI inh: inhibitors of mouse SR-BI mediated HDL lipid uptake; Q61009; inhibition, % at 12.5 µM; ldlA[mSR-BI] CHO cells, DiI-HDL uptake fluorescence, 3 h; hit rate 0.96% among 320,000;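 active = mean replicate inhibition of at least 70% and a set share of replicates each scoring 70 or more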;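 note: 0% = median of neutral control wells and 100% = median of positive control wells; values of inactives mirror those of a sister screen read the other way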
Target sequence (Q61009 whole entry, looked up): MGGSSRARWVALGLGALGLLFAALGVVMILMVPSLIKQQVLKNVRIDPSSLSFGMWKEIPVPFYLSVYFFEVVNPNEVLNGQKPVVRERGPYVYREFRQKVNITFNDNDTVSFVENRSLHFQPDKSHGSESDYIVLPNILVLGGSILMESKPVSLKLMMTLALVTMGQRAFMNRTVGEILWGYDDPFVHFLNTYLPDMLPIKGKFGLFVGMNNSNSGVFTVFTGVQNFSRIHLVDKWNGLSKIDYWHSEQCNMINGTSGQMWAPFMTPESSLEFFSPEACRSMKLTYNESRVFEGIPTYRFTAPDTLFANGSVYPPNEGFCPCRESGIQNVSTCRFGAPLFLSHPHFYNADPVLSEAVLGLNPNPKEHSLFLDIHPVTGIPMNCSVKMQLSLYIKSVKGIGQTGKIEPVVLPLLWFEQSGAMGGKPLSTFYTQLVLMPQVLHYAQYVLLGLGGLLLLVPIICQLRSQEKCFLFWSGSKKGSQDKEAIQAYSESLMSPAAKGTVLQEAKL
* marks the source's active call; other numbers are inactive results; · = no result given.

No.	Compound	CAL PDZ FP-2	SR-BI uptake up	CAL PDZ FP-1	Wnt act	AddAB inh
1	Cc1ccc(S(=O)(=O)N2CCCC(C(=O)NCc3ccccn3)C2)cc1 (centres undefined)	-0.7	14	-3	1	-0.6
2	Cc1ccc(NC(=S)N(CCN(C)C)Cc2cccs2)c(C)c1	-2.7	8	8	-2	1.4
3	Cc1cc(C(C)(C)C)ccc1OCCCCN1CCCC1	0.6	17	-3	-7	4.8
4	O=C(N/N=C/c1cccc(F)c1)NC1CCCCC1	-1.2	2	1	10	1.3
5	Cc1ccc(CNC(=O)CNC(=O)c2ccc(C(C)(C)C)cc2)n1C	-3.6	7	·	1	-0.2
6	CCOC(=O)Nc1c(C(=O)OC)[nH]c2cc(OC)ccc12	-0.8	-21	1	·	2.0
7	CCOC(=O)Cn1nc(-c2ccc(C)cc2)ccc1=O	-1.5	9	·	·	1.5
8	CN(C)C(CNC(=O)CN1C(=O)NC2(CCCC2)C1=O)c1ccccc1 (centres undefined)	0.2	8	-2	19	2.3
9	O=C(CC(C(=O)N1CCc2ccccc21)n1ccnc1)NCc1cccnc1 (centres undefined)	-0.4	16	·	·	1.2
10	COc1cc(/C=N/NC(=O)CC#N)ccc1Oc1nc(Cl)ncc1F	-0.3	-82	1	-1	3.3
11	CCN1C(=O)C2(C(C#N)=C(N)Oc3n[nH]c(C(C)C)c32)c2ccccc21 (centres undefined)	·	1	0	·	1.2
12	Cc1cccc(NC(=O)N2CCC(NC(=O)c3ccccc3C)CC2)c1	-1.5	-2	1	-4	1.3
13	CCOC(=O)NC(Nc1sc2c(c1C(N)=O)CCCC2)(C(=O)OCC)C(F)(F)F (centres undefined)	-1.8	15	·	·	2.3
14	O=C(NCC(c1cccs1)N1CCOCC1)C1CCN(S(=O)(=O)c2c(Cl)cccc2Cl)CC1 (centres undefined)	-2.1	-9	-7	1	2.8
15	O=C(N/N=C/c1ccncc1)c1cc2ccccc2o1	-0.2	-24	4	·	1.1

No.	SR-BI DiI inh	Ecoli viability	Tat export inh	MITF TRPM1 HTS	phage Ecoli inh
1	-14	0.9	-4	8	1.7
2	-8	-0.2	-7	12	0.5
3	-17	3.7	-4	-9	5.8
4	-2	-2.5	0	32	4.8
5	-7	0.3	-5	4	1.3
6	21	-0.1	-11	-43	2.7
7	-9	0.2	-8	28	2.7
8	-8	-0.5	0	-3	0.1
9	-16	0.3	2	-6	2.4
10	82*	-2.8	16	·	0.4
11	-1	1.3	3	·	1.9
12	2	-3.8	-3	-10	2.3
13	-15	-0.4	-5	1	1.3
14	9	2.8	2	2	1.0
15	24	-0.1	-11	6	4.8

Other structures
No.	Compound	CAL PDZ FP-2	SR-BI uptake up	CAL PDZ FP-1	Wnt act	AddAB inh
16	O=C1NCCCc2nonc21	-3.3	24	-1	-3	-0.1
17	O=C(CSc1ccc(-c2ccc(Br)cc2)nn1)N1CCOCC1	-1.3	-24	0	9	2.4
18	O=C(Nc1cc(Cl)ccc1-n1cncn1)c1cccs1	1.3	-1	-5	-2	1.5
19	N=C1/C(=C\c2coc3ccccc3c2=O)C(=O)N=C2SC(c3ccncc3)=NN12	-2.3	14	-8	0	2.8
20	CCOc1ccccc1NC(C)C(=O)NC(=O)NC1CCCCC1 (centres undefined)	-0.2	11	-4	0	0.3
21	CC(C)c1nnc(SCC(=O)N2CCOCC2)n1C	-0.4	47	-7	·	3.5
22	NC(=O)CC[C@H](NC(=O)OCc1ccccc1)C(=O)OCc1ccc(Cl)cc1	-0.7	9	-1	·	0.6
23	Cc1c(Br)c([N+](=O)[O-])nn1CC(=O)NCC1CCCO1 (centres undefined)	0.3	1	-4	-1	2.2
24	O=C(CSc1nnc(-c2cccc(Br)c2)o1)N1CCNC1=O	-2.0	13	·	-1	2.2
25	CCOc1ccc(Nc2nc3cc(S(=O)(=O)CC)ccc3o2)cc1	0.0	·	-6	6	1.7
26	COc1ccc(NC(=O)C2CCN(S(=O)(=O)c3c(C)noc3C)CC2)cc1Cl	-1.2	-54	-1	-4	-1.5
27	COC(=O)[C@@H](NC(=O)NCc1cccs1)C(C)C	-2.0	14	·	·	-0.2
28	NC(=O)c1cc(S(=O)(=O)Nc2cccc(Cl)c2)cs1	-1.8	-14	-2	-1	-0.5
29	CCc1cc2c(=O)n(Cc3ccco3)c(SCC(=O)NCC3CCCO3)nc2s1 (centres undefined)	-2.1	50	1	1	2.1
30	COc1cccc(OC)c1C(=O)NC(=S)N1CCN(c2ccc(C(F)(F)F)cc2[N+](=O)[O-])CC1	-1.5	-21	-3	·	-1.3

No.	SR-BI DiI inh	Ecoli viability	Tat export inh	MITF TRPM1 HTS	phage Ecoli inh
16	-24	1.2	1	-11	2.0
17	24	2.8	-1	24	3.7
18	1	3.9	1	-27	2.8
19	-14	-1.8	-1	-9	-0.9
20	-11	-1.2	5	-8	2.5
21	-47	-1.3	3	·	2.1
22	-9	-2.1	8	-18	3.1
23	-1	3.5	-9	5	2.6
24	-13	-0.7	-6	88*	1.6
25	·	0.2	-3	16	2.1
26	54	-3.4	5	3	-1.3
27	-14	-0.7	-6	3	1.3
28	14	-5.7	-7	-1	1.5
29	-50	-1.3	8	-7	2.9
30	21	-0.6	-5	-10	0.0

Other entries:
No.	Compound	CAL PDZ FP-2	SR-BI uptake up	CAL PDZ FP-1	Wnt act	AddAB inh
31	NC(=O)[C@H]1CC2(CC(c3cccc(NC(=O)COc4ccc(Cl)cc4)c3)=NO2)CN1C(=O)[C@H]1CCC(=O)N1 (some centres undefined)	-1.5	-27	-2	-2	-1.5
32	Nc1nnc(SCC(=O)NNC(=O)c2ccccc2)s1	-1.8	5	-4	2	·
33	Cc1nc(C)c(C(=O)OCC(=O)Nc2ccccc2)s1	0.7	19	-2	7	0.8
34	O=C(NC(=S)Nc1sc2c(c1C(=O)O)CCCC2)c1ccccc1	-3.4	4	-3	2	4.2
35	CCOC(=O)c1cc2cc(C)ccc2[nH]1	-1.3	-8	-3	30	0.5
36	CC1=C(C(=O)OCCOc2ccccc2)C(c2coc3ccccc3c2=O)C2=C(CCCC2=O)N1 (centres undefined)	-0.5	·	·	-1	1.8
37	COC(=O)C(NC(=O)CNS(=O)(=O)c1ccc(Br)cc1)c1ccccc1 (centres undefined)	-0.8	5	2	-1	2.6
38	CC1CC=C2C(C#N)=C(N)C(C#N)(C#N)C(c3cccs3)C2C1 (centres undefined)	-1.5	-6	-3	·	1.6
39	CCCCOC(=O)C1=C(C)Nc2ncnn2C1c1cccc(OC)c1 (centres undefined)	-0.9	25	0	-10	0.7
40	COc1ccc(CC(=O)Nc2nnc(SCC(=O)NCc3ccco3)s2)cc1OC	-0.9	43	0	-1	0.9
41	Cc1ccccc1NC(=O)CNC(=O)Cc1cccc2ccccc12	-4.2	1	-4	1	-1.2
42	CCOc1cc(/C=C2/C(=O)ON=C2C)ccc1OCc1ccccc1F	-0.4	-1	-2	2	0.1
43	Cn1cccc1C(=O)OCC(=O)Nc1ccc2c(c1)OCCO2	-1.5	20	-6	49*	-1.1

No.	SR-BI DiI inh	Ecoli viability	Tat export inh	MITF TRPM1 HTS	phage Ecoli inh
31	27	0.5	-6	-3	0.6
32	-5	·	-4	-6	-1.3
33	-19	0.0	2	3	1.1
34	-4	1.8	-4	·	1.4
35	8	-0.2	6	73	0.8
36	·	-0.3	-7	·	3.2
37	-5	0.5	-1	6	2.0
38	6	-0.6	-3	-19	·
39	-25	-0.8	-3	1	3.1
40	-43	-2.3	-2	-8	1.7
41	-1	-1.3	1	-4	-0.9
42	1	1.4	-12	-40	0.4
43	-20	-0.2	-5	4	3.6

Of the compounds above, these have an aryl methoxy group.
No.	Compound	CAL PDZ FP-2	SR-BI uptake up	CAL PDZ FP-1	Wnt act	AddAB inh
6	CCOC(=O)Nc1c(C(=O)OC)[nH]c2cc(OC)ccc12	-0.8	-21	1	·	2.0
10	COc1cc(/C=N/NC(=O)CC#N)ccc1Oc1nc(Cl)ncc1F	-0.3	-82	1	-1	3.3
26	COc1ccc(NC(=O)C2CCN(S(=O)(=O)c3c(C)noc3C)CC2)cc1Cl	-1.2	-54	-1	-4	-1.5
30	COc1cccc(OC)c1C(=O)NC(=S)N1CCN(c2ccc(C(F)(F)F)cc2[N+](=O)[O-])CC1	-1.5	-21	-3	·	-1.3
39	CCCCOC(=O)C1=C(C)Nc2ncnn2C1c1cccc(OC)c1 (centres undefined)	-0.9	25	0	-10	0.7
40	COc1ccc(CC(=O)Nc2nnc(SCC(=O)NCc3ccco3)s2)cc1OC	-0.9	43	0	-1	0.9

No.	SR-BI DiI inh	Ecoli viability	Tat export inh	MITF TRPM1 HTS	phage Ecoli inh
6	21	-0.1	-11	-43	2.7
10	82*	-2.8	16	·	0.4
26	54	-3.4	5	3	-1.3
30	21	-0.6	-5	-10	0.0
39	-25	-0.8	-3	1	3.1
40	-43	-2.3	-2	-8	1.7

Screening results from PubChem BioAssay.
